# Assay outcomes (PubChem)
# M1AAP inhibition = malaria alanyl aminopeptidase activity blockers – biochemical, fluorogenic H-Leu-NHMec substrate, 1536-well (AID 1445). recombinant M1AAP, H-Leu-NHMec fluorogenic kinetic assay; higher % means a stronger effect. inhibition, % at 30 µM; hits with a dose series show IC50 in µM. 0.42% of 220,000 active;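 active means primary inhibition above the hit cutoff, then over 50% inhibition at one or more dose response concentrations, cut at about 23% in these data, passing the limit was not always enough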;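 further: plate controls were DMSO full reaction for no effect and no enzyme background for full effect; strong numbers were not always called active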
# Dynein cargo inh = dynein cargo transport inhibition. z-score, hits read low. 3617.4 mouse cells, GR-EGFP nuclear translocation imaging; test concentration mostly 20 µM; stimulated with dexamethasone, 1 µM; hits give low values. 0.47% of 220,000 active. AID 1381;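 active means plate z-score of nuclear minus cytoplasmic receptor signal below a set negative limit, without overly bright fluorescence or cell loss, cut at about -3.5 in these data, passing the limit was not always enough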;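 further: z-score of nuclear minus cytoplasmic ring GR-EGFP intensity difference per well; some compounds called inactive have numbers as strong as hits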
#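 Schedule: 48 h induction, then 1 h compound, then 30 min agonist, 37 °C. Buffer or medium: tetracycline-free induction medium containing charcoal-stripped FBS. Reagent: 1.0 µM final dexamethasone stimulus. Evaluation: nuclear versus cytoplasmic GR-EGFP signal, averaged per well. Signal: high-content fluorescence imaging after fixation.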
# NOD1 inhibition = inhibition of NOD1-driven NF-kB reporter – cell-based, luminescence, uHTS, primary screen (AID 1578); NOD1-driven NF-kB luciferase reporter cells, luminescence; higher % means a stronger effect; one-dose inhibition, % at 4 µM; EC50 in µM for titrated hits; 1% of 290,000 active; in the data active means inhibition mostly above about 36%, no sharp cut-off; inactive means mostly below about 34%;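 further: HEK-293T reporter cells stimulated with the NOD1 agonist gamma-tri-DAP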
# GPR55 beta-arrestin = GPR55 agonists via beta-arrestin recruitment, primary screen, imaging, U2OS cells, beta-arrestin-GFP redistribution (AID 1961); U2OS GPR55 beta-arrestin-GFP redistribution imaging; higher % means a stronger effect; one-dose activation, % at 10 µM; EC50 in µM for titrated hits; 0.048% of 290,000 active;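 active means activation above 40% with more than 50 cells counted in the well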;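 further: U2OS osteosarcoma cells stably expressing GPR55 and beta-arrestin-GFP; plate controls were DMSO negative control for no effect and LPI positive control for full effect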
# NOD2 inhibition = inhibition of NOD2-driven NF-kB reporter – cell-based, luminescence, uHTS, HEK293 (AID 1566). HEK293 NOD2/NF-kB luciferase reporter, luminescence; higher % means a stronger effect. inhibition, % at 4 µM, or EC50 in µM where a hit was titrated. 0.63% of 290,000 active; further: many of its hits are not listed in these tables
# AID2073 = inhibitors of Mint1-CaV2.2 protein interaction, biochemical, HTRF (AID 2073); one-dose inhibition, % at 20 µM; IC50 in µM for titrated hits; HTRF protein-protein interaction, Mint1-CaV2.2; higher % means a stronger effect; 0.19% of 290,000 active; in the data active means inhibition mostly above about 51%, no sharp cut-off; further: some results filed as inactive read as strong as hits
# P. falciparum M17LAP = P. falciparum M17LAP inhibitors, primary screen, biochemical, fluorogenic H-Leu-NHMec substrate, 1536-well (AID 1619); recombinant M17LAP, H-Leu-NHMec fluorogenic kinetic assay; higher % means a stronger effect; 0.38% of 220,000 active; inhibition, % at 30 µM; hits with a dose series show IC50 in µM;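 active means compound inhibiting the enzyme by more than half at any dose during confirmatory dose-response retesting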;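 further: plate controls were full reaction with DMSO carrier for no effect and no enzyme background for full effect; strong numbers were not always called active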
# KOR beta-arrestin-1 = KOR agonists, beta-arrestin recruitment, primary screen, cell-based, luminescence, uHTS (AID 1777); KOR beta-arrestin recruitment, luminescence; higher % means a stronger effect; activation, % at 10 µM, or EC50 in µM where a hit was titrated; 0.02% of 280,000 active; in the data active means activation above about 50%, passing the limit was not always enough; further: a part of the inactive calls stands beside numbers as strong as those of hits
# KOR beta-arrestin-2 = KOR antagonists, beta-arrestin recruitment, cell-based, luminescence, uHTS (AID 1778). KOR beta-arrestin recruitment, luminescence, antagonist mode; higher % means a stronger effect. inhibition, % at 10 µM; hits with a dose series show IC50 in µM. 0.091% of 290,000 active; further: strong numbers were not always called active
# Dynein cargo inh cytoplasmic EGFP = recorded beside Dynein cargo inh, whose call it bears; z-score; measured here: cytoplasmic GR-EGFP intensity; hits give high values
# Dynein cargo inh nuclear GR-EGFP = recorded beside Dynein cargo inh, whose call it bears; z-score; measured here: nuclear GR-EGFP intensity;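 lower value marks the stronger effect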
# Dynein cargo inh cell count = further read-out of Dynein cargo inh, marked with its call; z-score; measured here: cell count per field
# Numbers without * were called inactive; · = not tested or not shown; [ ] = another dose, or the depositor's remark. Unless noted, no stated cut-off is given here; in the data, active means inhibition above about 50%; inactive means the rest.
SMILES,M1AAP inhibition,Dynein cargo inh,Dynein cargo inh cytoplasmic EGFP,Dynein cargo inh nuclear GR-EGFP,Dynein cargo inh cell count,NOD1 inhibition,GPR55 beta-arrestin,NOD2 inhibition,AID2073,P. falciparum M17LAP,KOR beta-arrestin-1,KOR beta-arrestin-2
COc1ccc(C(=O)CCNc2ccc(F)cc2)cc1,-2.1%,0.72,-0.138,0.831,-0.293,1.3%,-0.1%,-31.0%,-0.7%,-8.5%,·,16.3%
C/C(CC(=O)NCc1ccco1)=N\NC(=O)c1ccc(Cl)cc1Cl,·,·,·,·,·,19.6%,-0.1%,10.3%,8.0%,·,3.4%,-10.4%
C/C(=N\NC(=O)c1ccc(=O)[nH]n1)c1cccnc1,1.3%,1.06,-0.212,0.63,-1.13,-19.0%,0.1%,9.2%,-3.9%,8.2%,-1.9%,·
Cn1c(COc2ccccc2)nnc1SCc1cc(=O)[nH]c2ccccc12,6.1%,-0.384,-0.206,-0.28,0.491,15.8%,0.2%,13.3%,-11.1%,7.0%,7.9%,-30.3%
COc1cc2[nH]c(=O)n(CCC(=O)N3CCc4ccccc4C3)c(=O)c2cc1OC,-1.2%,-0.294,-0.169,0.224,-0.407,-16.7%,-0.1%,-14.6%,1.6%,-3.4%,8.6%,-33.8%
COC(=O)C1=C(C)N=C2SC(C#N)=C(N)N2C1c1ccc(OCc2ccccc2)cc1 (stereo not drawn),3.3%,1.79,0.00937,1.35,-1.18,-27.7%,0.0%,3.2%,4.3%,12.4%,-0.9%,-0.7%
COc1cccc(NC(=O)CCC(=O)N2CC(C)Oc3ccc(C)cc32)c1 (stereo not drawn),·,·,·,·,·,-16.5%,-0.1%,5.5%,-0.7%,·,-0.3%,9.2%[20 µM]
CC(CN1CCOCC1)OC(=O)c1ccc(Cl)cc1Cl (stereo not drawn),·,·,·,·,·,9.3%,0.3%,-10.6%,-3.6%,·,9.9%,-16.1%
Cn1ccc(=Nc2ccc(NC(=O)c3ccc(N=c4ccn(C)c5ccc([N+](=O)[O-])cc45)cc3)cc2)cc1,1.5%,0.0148,-0.226,-0.118,-0.14,-9.7%,0.3%,4.2%,8.1%,-13.2%,2.7%,49.7%
CCOC(=O)c1cccc(NC(=O)Cn2nc(C)n3cccc3c2=O)c1,·,·,·,·,·,-8.0%,-0.3%,19.8%,3.2%,·,-1.6%,-16.4%
CCCNC(=O)c1nc2ncc(Br)cn2n1,7.3%,-0.147,-0.0194,0.217,0.0368,-3.8%,-0.2%,-16.7%,4.0%,-11.0%,1.8%,-10.7%
O=C(O)c1cccc(C(=O)Nc2cccc(NC(=O)C3CCCO3)c2)c1 (stereo not drawn),-1.0%,1.33,0.0625,1.01,0.325,36.5%,0.0%,9.0%,-0.5%,3.4%,-2.7%,18.8%
N/C(=N\OC(=O)c1ccccc1Cl)c1cccnc1,-5.1%,0.419,-0.205,0.175,0.495,-59.0%,0.3%,-58.7%,-3.2%,16.5%,0.2%,26.1%
O=C1c2ccccc2C(=O)N1n1c(=O)[nH]c2ccccc2c1=O,2.1%,-0.574,-0.271,-0.753,0.188,-19.7%,-0.1%,-0.4%,-3.2%,-6.0%,1.8%,13.3%
Cc1c(NC(=O)C(C)OC(=O)COc2ccccc2)c(=O)n(-c2ccccc2)n1C (stereo not drawn),9.4%,-0.404,-0.0664,0.173,-0.336,-9.9%,-0.2%,-1.7%,-10.5%,0.3%,1.3%,-27.1%
Cc1ccc2c(Cl)cc(Cl)c(OCC(=O)N(C(C)C)C(C)C)c2n1,5.9%,-0.346,-0.244,-0.064,0.598,-3.8%,0.6%,2.0%,-0.7%,-1.6%,-1.6%,3.4%
O=C1CNC(=O)/C(=C/c2ccco2)N1,5.4%,-0.107,-0.378,-0.609,0.941,-2.5%,2.2%,14.8%,17.1%,6.6%,-11.9%,4.9%
O=C(C1CC2C=CC1C2)N1CCN(c2ccccc2)CC1 (stereo not drawn),-2.7%,2.43,0.975,1.37,-1.65,-4.9%,0.0%,-18.3%,-3.9%,17.6%,2.8%,-45.2%
Cc1ccc2c(c1)NC(=O)C(CC(=O)NCCCN1CCN(c3cc(Cl)ccc3C)CC1)O2 (stereo not drawn),5.8%,-0.489,-0.207,0.0492,0.628,-24.2%,-0.1%,-3.2%,-11.3%,-0.4%,0.6%,22.1%
Cc1cc(C)nc(NC(=O)c2ccc(Br)s2)n1,·,·,·,·,·,-10.3%,-0.2%,11.2%,2.1%,·,-0.4%,15.4%[20 µM]
CCOC(=O)c1ccc(NC(=S)NCCCN2CCN(C3CCCCC3)CC2)cc1,1.9%,-0.421,-0.376,-0.545,1.49,-20.9%,-0.2%,2.4%,-22.1%,5.0%,1.7%,-10.3%
Cc1ccc(NC(=O)CSc2nnc(-c3cc(C)on3)o2)cc1,·,·,·,·,·,-6.3%,2.4%,9.8%,-1.3%,·,0.8%,-13.2%
O=C(NCCCN1CCOCC1)C(=O)NCC1OCCN1S(=O)(=O)c1ccc(F)cc1 (stereo not drawn),·,·,·,·,·,-13.1%,-0.2%,9.4%,11.2%,·,-2.4%,-0.2%
COc1ccccc1CNC(=O)CS(=O)(=O)Cc1ccccc1,·,·,·,·,·,9.1%,-0.1%,11.3%,19.7%,·,4.1%,-8.2%
O=C(c1ccc(Cl)cc1)N1CCN(C(=O)c2ccco2)CC1,9.0%,-1.34,-0.301,-0.358,1.4,23.5%,-0.1%,0.1%,2.7%,6.8%,3.6%,-14.8%
# Next part.
SMILES,M1AAP inhibition,Dynein cargo inh,Dynein cargo inh cytoplasmic EGFP,Dynein cargo inh nuclear GR-EGFP,Dynein cargo inh cell count,NOD1 inhibition,GPR55 beta-arrestin,NOD2 inhibition,AID2073,P. falciparum M17LAP,KOR beta-arrestin-1,KOR beta-arrestin-2
Cc1ccccc1Cn1cc(CCC(=O)N2CCOCC2)c2ccccc21,·,·,·,·,·,-2.9%,-0.1%,5.4%,1.2%,·,-1.3%,7.6%
CCNC(=S)Nc1cc(OC)c(NC(=O)c2ccco2)cc1OC,3.2%,-0.846,-0.231,-0.604,0.779,-32.3%,-0.1%,8.2%,-18.0%,16.7%,·,-51.2%[20 µM]
CC1(c2cccc([N+](=O)[O-])c2)CC(C)(C)N(C(=O)c2ccccc2)c2ccccc21 (stereo not drawn),-1.0%,-0.362,-0.229,-0.394,0.0792,82.6%*,0.2%,18.8%,3.0%,-5.0%,2.3%,-48.3%
CCOc1ccc(-n2cc(C(=O)N3CCC(C)CC3)c3cc(OC)c(OC)cc3c2=O)cc1,1.9%,1.52,0.358,0.929,-0.933,·,-0.1%,7.5%,-2.1%,0.4%,5.4%,-4.7%
Cc1ccccc1-n1c(SCc2c(C)noc2C)nnc1-c1ccncc1,-1.9%,-0.776,-0.194,-0.127,-0.708,·,-0.1%,6.7%,3.0%,2.4%,2.9%,4.2%
COc1ccc(/C=N\NC(=O)c2cc(O)c(O)c(O)c2)cc1COc1ccc(C(=O)OCC(C)C)cc1,·,·,·,·,·,-9.7%,-0.1%,-1.7%,39.4%,·,2.6%,-39.4%
Cc1cc(S(=O)(=O)NCCN(C)C)c(C)s1,2.3%,-0.682,0.0131,-0.256,0.472,8.5%,0.5%,9.4%,-7.3%,16.1%,1.4%,0.2%
O=C(Nc1ncc(Cc2ccc(Cl)cc2Cl)s1)c1ccc([N+](=O)[O-])cc1,2.2%,-0.346,-0.238,-0.0279,-0.181,31.0%,-0.3%,5.4%,2.3%,5.0%,32.8%,-11.1%
CCOc1c(Cl)cnn(-c2ccc(C)cc2)c1=O,-0.8%,-0.418,-0.188,-0.484,0.224,-5.7%,-0.2%,-2.8%,32.6%,-3.8%,-0.6%,-3.2%
CCOC(=O)C(NC(=O)CC)(Nc1ccccc1OC)C(F)(F)F (stereo not drawn),-0.3%,-0.25,-0.152,-0.103,1.06,2.7%,0.2%,14.6%,-2.0%,-14.6%,-5.3%,20.1%
COc1ccc(C(=O)N[C@H](C(=O)NCC2CCCCC2)C(C)C)cc1,-0.7%,0.409,-0.242,0.209,0.331,9.2%,0.0%,7.0%,10.7%,-0.3%,-9.5%,2.2%
CC(=O)Nc1ccc(S(=O)(=O)N2CCN(CC(O)COc3ccc4ccccc4c3)CC2)cc1 (stereo not drawn),8.0%,-0.615,0.57,0.116,0.308,15.1%,-0.1%,4.3%,8.3%,1.4%,2.3%,-4.4%
CC(C)Cn1c(SCC(=O)Nc2ncccn2)nc2ccccc21,4.3%,-0.14,-0.249,-0.606,0.258,-30.9%,0.2%,5.7%,32.3%,0.6%,-6.1%,-0.3%
Cc1ccccc1Nc1nc(N)nc(CSc2nc3ccccc3c(=O)n2CCCO)n1,13.5%,0.0303,-0.186,0.263,0.115,-20.9%,0.0%,2.2%,-1.8%,18.3%,-7.7%,-1.0%

# Part of the list above, with each value named.
CCNC(=S)Nc1cc(OC)c(NC(=O)c2ccco2)cc1OC
  M1AAP inhibition: 3.2%; Dynein cargo inh: -0.846; Dynein cargo inh cytoplasmic EGFP: -0.231; Dynein cargo inh nuclear GR-EGFP: -0.604; Dynein cargo inh cell count: 0.779; NOD1 inhibition: -32.3%; GPR55 beta-arrestin: -0.1%; NOD2 inhibition: 8.2%; AID2073: -18.0%; P. falciparum M17LAP: 16.7%; KOR beta-arrestin-1: ·; KOR beta-arrestin-2: -51.2%[20 µM]
CC1(c2cccc([N+](=O)[O-])c2)CC(C)(C)N(C(=O)c2ccccc2)c2ccccc21 (stereo not drawn)
  M1AAP inhibition: -1.0%; Dynein cargo inh: -0.362; Dynein cargo inh cytoplasmic EGFP: -0.229; Dynein cargo inh nuclear GR-EGFP: -0.394; Dynein cargo inh cell count: 0.0792; NOD1 inhibition: 82.6%*; GPR55 beta-arrestin: 0.2%; NOD2 inhibition: 18.8%; AID2073: 3.0%; P. falciparum M17LAP: -5.0%; KOR beta-arrestin-1: 2.3%; KOR beta-arrestin-2: -48.3%
CCOc1ccc(-n2cc(C(=O)N3CCC(C)CC3)c3cc(OC)c(OC)cc3c2=O)cc1
  M1AAP inhibition: 1.9%; Dynein cargo inh: 1.52; Dynein cargo inh cytoplasmic EGFP: 0.358; Dynein cargo inh nuclear GR-EGFP: 0.929; Dynein cargo inh cell count: -0.933; NOD1 inhibition: ·; GPR55 beta-arrestin: -0.1%; NOD2 inhibition: 7.5%; AID2073: -2.1%; P. falciparum M17LAP: 0.4%; KOR beta-arrestin-1: 5.4%; KOR beta-arrestin-2: -4.7%

# Not all compounds are listed; the hit share may differ from the screen's.
